Screening results deposited in PubChem BioAssay by National Center for Advancing Translational Sciences (NCATS).
D1 agonist = Allosteric Agonists of the Human D1 Dopamine Receptor: qHTS | activation, % at 2 µM | D(1A) dopamine receptor (Homo sapiens), P21728 | AID 504660, 2011 | 360,000 compounds, 1% hits | HEK293 T-REx D1 cells, calcium flux, agonist mode; further: 0% is about no effect
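Agonism was scored from calcium flux recorded over 180 s (1 read/s) after pintool compound addition, following a 10-cycle baseline. Cells were inducible force-coupled HEK293 TREx D1, plated overnight at 30 C and loaded with no-wash calcium dye.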
TRHR ag = qHTS for Small Molecule Agonists and Allosteric Enhancers of Human TRH Receptor: Primary Screen for Agonists; activation, % at 2 µM; AID 493084, 2011; TRHR cells, calcium flux fluo-8, FDSS agonist mode; Thyrotropin-releasing hormone receptor (Homo sapiens), P34981; 360,000 compounds, 0.18% hits; further: 0% is about no effect
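TRHR-expressing cells, plated overnight in medium with 10% serum, were loaded with fluo-8 calcium dye at room temperature. After a 10 s baseline, library compound was pin-added and calcium release was recorded kinetically (ex 480/em 530) as agonist response.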
D1 PAM = Potentiators of Human D1 Dopamine Receptor: qHTS | D(1A) dopamine receptor (Homo sapiens), P21728 | HEK293 TREx D1 cells, calcium flux, dopamine EC20 potentiation | potentiation, % at 10 µM | 360,000 compounds, 0.036% hits | AID 504651, 2011; in the data active means potentiation above about 30%; further: 0% is about no effect
D2 potentiator = HTS Assay for Positive Allosteric Modulators of the Human D2 Dopamine Receptor: Primary Screen for Potentiators | AID 485347, 2010 | D(2) dopamine receptor (Homo sapiens), P14416 | 340,000 compounds, 0.34% hits | potentiation, % at 10 µM | HEK293 T-REx D2, calcium flux, EC20 dopamine potentiation;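 active means potentiation over 3 SD above the plate norm, cut at about 30% in these data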; further: 0% is about no effect
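Potentiation of an EC20 dopamine calcium response measured kinetically over 180 s, after a preceding 180 s compound-only read flagging agonists. Cells: inducible Hek293 Trex D2 line, 4000/well, cultured overnight at 30 C before dye loading.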
D2 agonist = HTS Assay for Allosteric Agonists of the Human D2 Dopamine Receptor: Primary Screen for Agonists; D(2) dopamine receptor (Homo sapiens), P14416; HEK293 T-REx D2 cells, calcium flux agonist mode; activation, % at 2 µM; 340,000 compounds, 0.53% hits;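 active means activation over 3 SD above normal in the single-dose calcium agonist read, cut at about 30% in these data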; further: 0% is about no effect
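HEK293 Trex D2 cells, tetracycline-induced, o/n 30 C 5% CO2; no-wash Ca dye, RT 30–90 min; 10-cycle baseline, 23 nl cpd added, kinetic Ca read 180 s; agonist hits = positive Ca response.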
D2 antagonist = HTS Assay for Allosteric Antagonists of the Human D2 Dopamine Receptor: Primary Screen for Antagonists; inhibition, % at 10 µM; AID 485344, 2010; D(2) dopamine receptor (Homo sapiens), P14416; 340,000 compounds, 2% hits; HEK293 TREx D2 cells, calcium flux, dopamine EC80; in the data active means inhibition above about 30%; further: 0% is about no effect
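Tetracycline-induced HEK293 T-REx cells expressing D2 force-coupled to calcium signalling were dye-loaded, exposed to compound for 180 s, then challenged with an EC80 of dopamine; calcium flux was followed kinetically for a further 180 s.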
RXFP1 antagonist = qHTS Assay for Antagonists of the Relaxin Receptor RXFP1; Relaxin receptor 1 (Homo sapiens), Q9HBX9; HEK293-RXFP1, relaxin-stimulated cAMP HTRF, 30 min; stronger effect = lower value; activity change, negative = inhibition, % at 57.5 µM; 350,000 compounds, 0.59% hits; AID 1259400, 2018;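 active means activity change of -60% or lower, but not beyond a set lower limit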; further: on the % scale 0 is the no-effect control and ±100 the full control effect
Target sequence (Q9HBX9 whole entry, looked up): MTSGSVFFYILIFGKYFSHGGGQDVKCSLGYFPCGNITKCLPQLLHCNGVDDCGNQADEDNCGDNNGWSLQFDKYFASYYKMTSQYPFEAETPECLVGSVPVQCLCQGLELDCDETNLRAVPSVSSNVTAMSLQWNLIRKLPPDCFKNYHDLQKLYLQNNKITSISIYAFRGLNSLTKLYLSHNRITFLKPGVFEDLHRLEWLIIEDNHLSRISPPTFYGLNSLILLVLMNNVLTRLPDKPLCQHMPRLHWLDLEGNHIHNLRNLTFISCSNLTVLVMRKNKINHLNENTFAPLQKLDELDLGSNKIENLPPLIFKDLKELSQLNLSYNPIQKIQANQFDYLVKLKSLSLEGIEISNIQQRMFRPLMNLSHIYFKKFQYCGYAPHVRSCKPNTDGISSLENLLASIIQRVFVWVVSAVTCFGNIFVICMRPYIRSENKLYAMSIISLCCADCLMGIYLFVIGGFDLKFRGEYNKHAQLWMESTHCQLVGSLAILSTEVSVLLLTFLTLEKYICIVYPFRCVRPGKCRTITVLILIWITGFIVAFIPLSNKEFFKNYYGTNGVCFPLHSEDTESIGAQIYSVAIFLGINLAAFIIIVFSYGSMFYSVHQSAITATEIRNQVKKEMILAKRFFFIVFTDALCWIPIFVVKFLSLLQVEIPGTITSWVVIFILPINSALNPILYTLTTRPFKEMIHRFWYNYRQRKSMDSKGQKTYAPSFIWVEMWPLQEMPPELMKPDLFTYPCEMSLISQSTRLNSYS
TRHR PAM = qHTS for Small Molecule Agonists and Allosteric Enhancers of Human TRH Receptor: Primary Screen for Enhancers; Thyrotropin-releasing hormone receptor (Homo sapiens), P34981; TRHR cells, fluo-8 calcium fluorescence, EC20 TRH enhancement; enhancement, % at 2 µM; 360,000 compounds, 0.66% hits; AID 493056, 2011; in the data active means enhancement above about 30%; further: 0% is about no effect
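TRHR-expressing cells loaded with fluo-8 calcium dye were read kinetically (ex 480/em 530) during compound addition, then stimulated with an EC20 of TRH (10 nM final). Enhancement of the Gq-mediated intracellular calcium response was scored.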
D1 antag = Antagonist of Human D 1 Dopamine Receptor: qHTS. D(1A) dopamine receptor (Homo sapiens), P21728. HEK293 TREx D1 cells, calcium flux, dopamine EC80; stronger effect = lower value. activity change, negative = inhibition, % at 10 µM. 360,000 compounds, 3.2% hits. AID 504652, 2011; in the data active means activity change below about -30%; further: on the % scale 0 is the no-effect control and ±100 the full control effect
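Inducible Hek293 Trex D1 cells (tetracycline, overnight, 30 C). Calcium dye 30–90 min RT. Antagonist mode: EC80 dopamine added after 180 s compound read.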
Starred values were filed as active, the others as inactive. Unless noted, no stated cut-off is given here; in the data, active means activation above about 30%; inactive means the rest.

For CCCCNC(=S)NCCN1CCN(C(=S)NCCCC)CC1 the results were D1 agonist 0, TRHR ag -0.4, D1 PAM -1, D2 potentiator -2, D2 agonist -0.7, D2 antagonist -10, RXFP1 antagonist -11, TRHR PAM 0 and D1 antag 5.
For Cc1cc2nc(NC3=NCN(CCN4CCOCC4)CN3)nc(C)c2cc1C the results were D1 agonist 8, TRHR ag 0.8, D1 PAM -4, D2 potentiator -7, D2 agonist 0.4, D2 antagonist -7, TRHR PAM 5 and D1 antag -10.
Screening Cc1ccc(NS(=O)(=O)c2ccc(CCC(=O)NCCCOC(C)C)cc2)cc1 returned D1 agonist 6, TRHR ag 0.2, D1 PAM -6, D2 potentiator -4, D2 agonist 0.4, D2 antagonist -3, RXFP1 antagonist 2, TRHR PAM -3 and D1 antag 7.
For N#C/C(=C(/O)c1ccc([N+](=O)[O-])cc1)c1nc2ccccc2[nH]1 the results were D1 agonist 8, TRHR ag 1.3, D1 PAM -10, D2 potentiator 15, D2 agonist -0.1, D2 antagonist 10, RXFP1 antagonist -9, TRHR PAM 1 and D1 antag -28.
Screening COC(=O)c1cc2oc3ccccc3c2n1CC(=O)Nc1ccccc1OC returned D1 agonist 3, TRHR ag 0.7, D1 PAM -3, D2 potentiator 25, D2 agonist 0.5, D2 antagonist -5, RXFP1 antagonist -9, TRHR PAM 14 and D1 antag 0.
`Cc1ccc(C)c(N2C(=O)c3cc(N4CCOCC4)c([N+](=O)[O-])cc3C2=O)c1` gave D1 agonist 5, TRHR ag 0.4, D1 PAM -3, D2 potentiator 1, D2 agonist 0.8, D2 antagonist 5, RXFP1 antagonist 1, TRHR PAM 6 and D1 antag -13.
`C=CCn1c(C)cc(C(=O)COc2ccc(C)nc2[N+](=O)[O-])c1C` gave D1 agonist 5, TRHR ag 0.9, D1 PAM 6, D2 potentiator 4, D2 agonist -0.1, D2 antagonist 10, RXFP1 antagonist 4, TRHR PAM 0 and D1 antag -17.
For Cc1ccc(C)c(N2CCN(S(=O)(=O)CC34CCC(CC3=O)C4(C)C)CC2)c1 (configuration not stated) the results were D1 agonist 4, TRHR ag -2.1, D1 PAM -9, D2 potentiator 1, D2 agonist -0.5, D2 antagonist -9, RXFP1 antagonist 0, TRHR PAM 1 and D1 antag -4.
Screening O=C(NCCc1ccccc1)c1ccc(-c2ccccc2Cl)o1 returned D1 agonist 5, TRHR ag 0.2, D1 PAM -1, D2 potentiator -18, D2 agonist -1.2, D2 antagonist 30*, TRHR PAM 3 and D1 antag -7.
`COc1cc(NC(=O)Cn2ccc3ccccc3c2=O)cc(OC)c1OC` gave D1 agonist 0, TRHR ag -0.1, D1 PAM -2, D2 potentiator 16, TRHR PAM 6 and D1 antag 14.
Screening O=C(NCc1ccncc1)C(=O)Nc1ccc2c(c1)OCO2 returned D1 agonist 2, TRHR ag -0.4, D1 PAM 2, D2 potentiator -2, D2 agonist 0.0, D2 antagonist 1, RXFP1 antagonist 2, TRHR PAM 0 and D1 antag 27.
For CC1CC(=O)Nc2ccccc2N1S(=O)(=O)c1ccccc1 (configuration not stated) the results were D1 agonist 3, TRHR ag -1.3, D1 PAM -5, D2 potentiator 0, D2 agonist 1.1, D2 antagonist 10, RXFP1 antagonist 2, TRHR PAM 9 and D1 antag -2.
`O=C(COc1ccccc1F)NNC(=O)Cn1c(=O)cnc2ccccc21` gave D1 agonist 3, TRHR ag 2.5, D1 PAM 1, D2 potentiator -4, D2 agonist 0.0, D2 antagonist -19, RXFP1 antagonist -4, TRHR PAM 5 and D1 antag 11.
Screening CCC1CN(C(=O)Nc2ccccc2C(F)(F)F)c2ccccc2S1 (configuration not stated) returned D1 agonist 1, TRHR ag -0.7, D1 PAM 0, D2 potentiator 2, RXFP1 antagonist -14, TRHR PAM 9 and D1 antag 0.
Screening O=C(CSc1n[nH]c(=O)n1C1CC1)Nc1ccccc1 returned D1 agonist 1, TRHR ag 0.1, D1 PAM -5, RXFP1 antagonist -4, TRHR PAM 2 and D1 antag -7.
Screening Cc1cc(=O)oc2cc(OCC(=O)N3CC(C)OC(C)C3)ccc12 (configuration not stated) returned D1 agonist 1, TRHR ag 1.4, D1 PAM -6, RXFP1 antagonist -9, TRHR PAM 8 and D1 antag 6.
`CCOC(=O)N1CCN(C(=O)CN(C)S(=O)(=O)c2ccc(Cl)cc2)CC1` gave D1 agonist 6, TRHR ag 0.3, D2 potentiator 1, D2 agonist 0.4, D2 antagonist 0, RXFP1 antagonist 5, TRHR PAM 7 and D1 antag -18.
`COc1cc(/C=C/C(=O)N2CCN(C)CC2)cc(S(=O)(=O)N2CCc3ccccc32)c1OC` gave D1 agonist 8, TRHR ag 0.0, D1 PAM -2, D2 potentiator -2, D2 agonist 0.7, D2 antagonist 2, RXFP1 antagonist 10, TRHR PAM 0 and D1 antag 7.
For O=C(COc1ccccc1)Nc1ccccc1N1CCN(c2ccccc2)CC1 the results were D1 agonist 3, TRHR ag 0.1, D1 PAM -1, RXFP1 antagonist 17, TRHR PAM -1 and D1 antag 6.
For N#Cc1cnn2c(N)c(-c3ccc(Cl)cc3)cnc12 the results were D1 agonist 3, TRHR ag 2.2, D1 PAM -4, D2 potentiator 3, D2 agonist 0.2, D2 antagonist -18, RXFP1 antagonist 1, TRHR PAM -1 and D1 antag -3.

Of the compounds above, 2 contain fluorine.
`O=C(COc1ccccc1F)NNC(=O)Cn1c(=O)cnc2ccccc21` gave D1 agonist 3, TRHR ag 2.5, D1 PAM 1, D2 potentiator -4, D2 agonist 0.0, D2 antagonist -19, RXFP1 antagonist -4, TRHR PAM 5 and D1 antag 11.
Screening CCC1CN(C(=O)Nc2ccccc2C(F)(F)F)c2ccccc2S1 (configuration not stated) returned D1 agonist 1, TRHR ag -0.7, D1 PAM 0, D2 potentiator 2, RXFP1 antagonist -14, TRHR PAM 9 and D1 antag 0.

Remaining list, next part.
Screening CCC(C)NC(=O)Cn1cnc2sc(C)c(S(=O)(=O)N3CCCCC3)c2c1=O (configuration not stated) returned D1 agonist 5, TRHR ag -0.8, D1 PAM 4, D2 potentiator 2, D2 agonist 1.0, D2 antagonist 2, RXFP1 antagonist 5, TRHR PAM -5 and D1 antag 3.
COc1cc(C)nc(N(Cc2ccccc2)S(=O)(=O)c2ccccc2)n1 was read as D1 agonist 3, TRHR ag -0.2, D1 PAM -8, D2 potentiator -2, D2 agonist 1.0, D2 antagonist 6, RXFP1 antagonist 6, TRHR PAM -3 and D1 antag -3.
Cc1csc(CNc2ncnc3ccc(-c4cccc(Cl)c4)cc23)c1 was read as D1 agonist 6, TRHR ag 0.6, D1 PAM -4, TRHR PAM 5 and D1 antag 0.
Screening COc1ccccc1NC(=O)CSc1nnc(-c2ccccn2)n1Cc1ccco1 returned D1 agonist 0, TRHR ag -2.2, D1 PAM 4, D2 potentiator -2, D2 agonist 0.1, D2 antagonist -27, RXFP1 antagonist 2, TRHR PAM 7 and D1 antag 2.
O=C(Nc1nc2c(s1)CCCC2)c1nn(Cc2ccccc2)c(=O)c2ccccc12 was read as D1 agonist 3, TRHR ag -0.6, D1 PAM 4, D2 potentiator 12, D2 agonist -0.7, D2 antagonist -12, RXFP1 antagonist -4, TRHR PAM -5 and D1 antag 5.
`CCOC(=O)Cn1c(=O)cc(C(F)(F)C(F)(F)F)c2c(C)nn(CC)c21` gave D1 agonist 1, TRHR ag 0.5, D1 PAM -1, D2 potentiator 3, RXFP1 antagonist -19, TRHR PAM -1 and D1 antag 14.
COc1ccc(-c2[nH]n(-c3ccc([N+](=O)[O-])cc3)c(=O)c2C=NCc2ccc(F)cc2)cc1 was read as D1 agonist 2, TRHR ag 0.4, D1 PAM -6, RXFP1 antagonist 0, TRHR PAM -2 and D1 antag -3.
Screening COc1ccc(NC(=S)N2CCN(C/C=C/c3ccccc3)CC2)cc1 returned D1 agonist 5, TRHR ag 0.9, D1 PAM 1, D2 potentiator 1, D2 agonist -0.9, D2 antagonist -2, RXFP1 antagonist 1, TRHR PAM 2 and D1 antag -3.
For O=C(/C=C/c1ccccc1)N1CCN(S(=O)(=O)c2ccc(F)cc2)CC1 the results were D1 agonist 1, TRHR ag -0.1, D1 PAM -2, D2 potentiator -5, D2 agonist -0.2, D2 antagonist 11, RXFP1 antagonist -2, TRHR PAM -4 and D1 antag -1.
`Clc1ccc(Cn2c(-c3cccnc3Cl)nc3ccccc32)c(Cl)c1` gave D1 agonist 3, TRHR ag 0.8, D1 PAM 3, D2 potentiator 2, D2 agonist -0.2, D2 antagonist 2, RXFP1 antagonist -21, TRHR PAM -5 and D1 antag 14.
Screening Cc1cc(C)c(C)c(S(=O)(=O)N2CCN(C(=O)C3CSC4(C)CCC(=O)N34)CC2)c1C (configuration not stated) returned D1 agonist 1, TRHR ag -1.8, D1 PAM 6, D2 potentiator -7, RXFP1 antagonist -10, TRHR PAM -5 and D1 antag -2.
Screening CCOC(=O)C1=C(COC(=O)/C=C/c2ccc(O)c(OC)c2)NC(=O)NC1C (configuration not stated) returned D1 agonist 2, TRHR ag 0.2, D1 PAM -2, D2 potentiator 7, D2 agonist 0.1, D2 antagonist -26, RXFP1 antagonist -1, TRHR PAM 8 and D1 antag 12.
For COc1ccc(-c2csc3ncnc(N4CCN(c5ccccc5O)CC4)c23)cc1 the results were D1 agonist 44*, TRHR ag 4.6, D1 PAM -15, D2 potentiator -4, D2 agonist 5.9, D2 antagonist -6, RXFP1 antagonist -19, TRHR PAM 4 and D1 antag -20.
`Cn1c(/C=N/n2cnnc2)nc2ccccc21` gave D1 agonist 1, TRHR ag 0.4, D1 PAM -2, D2 potentiator -12, D2 agonist 0.6, D2 antagonist 6, RXFP1 antagonist 14, TRHR PAM 13 and D1 antag -1.
For Cc1n[nH]c(C)c1S(=O)(=O)NCCc1ccc(Cl)cc1 the results were D1 agonist -2, TRHR ag -0.2, D1 PAM -6, D2 potentiator 7, D2 agonist 0.2, D2 antagonist 10, RXFP1 antagonist -2, TRHR PAM 0 and D1 antag -6.
